Salmonella PhoP GFP: inhibitors of PhoP regulon expression, primary screen, Salmonella Typhimurium, GFP reporter (AID 1863). one-dose inhibition, % at 50 µM; IC50 in µM for titrated hits. S. Typhimurium PhoP-regulated promoter GFP reporter, 4 h; higher % means a stronger effect. 300,000 tested, 0.16% active;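 active means inhibition over 29.93%, a cutoff 3 SD above the screen mean, later confirmed by dose response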;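 further: 0% = low Mg2+ inducing control and 100% = high Mg2+ repressing control; strong numbers were not always called active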
HIV peptide binding: cell-free HIV fusion peptide-binding blockers – biochemical, uHTS, fluorescence dequenching, primary screen (AID 1986); inhibition, % at 20 µM; hits with a dose series show IC50 in µM; 290,000 tested, 0.3% active; cell-free peptide binding, fluorescence dequenching, 30 min; higher % means a stronger effect; in the data active means inhibition mostly above about 52%, no sharp cut-off; inactive means mostly below about 76%; further: some results filed as inactive read as strong as hits
Siah-1 displacement: blockers of Siah-1 interaction with plectin peptide – biochemical, fluorescence polarization, rhodamine-plectin, uHTS, primary screen (AID 1817); one-dose displacement, % at 20 µM; IC50 in µM for titrated hits; 290,000 tested, 0.02% active; Siah-1 / rhodamine-plectin peptide fluorescence polarization; higher % means a stronger effect;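 active means displacement of at least 50% at 20 µM, with a fluorescence ratio check between 0.3 and a set limit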;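 further: plate controls were Siah plus tracer with DMSO for no effect and tracer alone without Siah for full effect; strong numbers were not always called active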
NOD1 inhibition: NOD1 signaling inhibitors, primary screen, cell-based, luminescence, uHTS (AID 1578); NOD1-driven NF-kB luciferase reporter cells, luminescence; higher % means a stronger effect; 290,000 tested, 1% active; inhibition, % at 4 µM; hits with a dose series show EC50 in µM; in the data active means inhibition mostly above about 36%, no sharp cut-off; inactive means mostly below about 34%;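 further: HEK-293T reporter cells stimulated with the NOD1 agonist gamma-tri-DAP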
LYP phosphatase: PTPN22 lymphoid phosphatase activity blockers – biochemical, fluorescence intensity, uHTS (AID 1779) | one-dose inhibition, % at 11.5 µM; IC50 in µM for titrated hits | recombinant LYP phosphatase, fluorescence intensity; higher % means a stronger effect | 290,000 tested, 0.054% active;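 further: plate controls were vehicle with enzyme for no effect and no enzyme for full effect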
KOR beta-arrestin-1: kappa opioid receptor activators – cell-based, luminescence, uHTS, primary screen (AID 1777). one-dose activation, % at 10 µM; EC50 in µM for titrated hits. KOR beta-arrestin recruitment, luminescence; higher % means a stronger effect. 280,000 tested, 0.02% active; in the data active means activation above about 50%, passing the limit was not always enough; further: a part of the inactive calls stands beside numbers as strong as those of hits
Myeloid diff MLP: compounds promoting myeloid differentiation | ER-HoxA9 myeloid progenitors, lysozyme-GFP differentiation, flow cytometry | calls only at 10 µM | 360,000 tested, 1% active | AID 624256;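 active means normalized GFP-positive differentiation at or above the plate's own cutoff, the solvent-only control mean plus 3 SD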;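 further: cells exposed to compound for four days before flow analysis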
KOR beta-arrestin-2: KOR antagonists, beta-arrestin recruitment, cell-based, luminescence, uHTS (AID 1778). KOR beta-arrestin recruitment, luminescence, antagonist mode; higher % means a stronger effect. inhibition, % at 10 µM; hits with a dose series show IC50 in µM. 290,000 tested, 0.091% active; further: strong numbers were not always called active
NOD2 inhibition: inhibition of NOD2-driven NF-kB reporter – cell-based, luminescence, uHTS, HEK293 (AID 1566); HEK293 NOD2/NF-kB luciferase reporter, luminescence; higher % means a stronger effect; inhibition, % at 4 µM; hits with a dose series show EC50 in µM; 290,000 tested, 0.63% active; further: many of its hits are not listed in these tables
Myeloid diff MLP GFP+ MAC1+ %: second read-out of Myeloid diff MLP, no call of its own (marks repeat the call); GFP+ MAC1+ double positive, %; measured here: differentiation confirmed by MAC1 staining
* = called active by the depositor; [ ] = remark or other dose. Unless noted, no stated cut-off is given here; in the data, active means inhibition above about 50%; inactive means the rest.

Screening CN1CCN(C(=O)N2CCNC2=O)CC1 returned Salmonella PhoP GFP 0.8%, HIV peptide binding -0.2%, Siah-1 displacement 2.3%, NOD1 inhibition -22.0%, LYP phosphatase 0.4%, KOR beta-arrestin-1 2.2%, Myeloid diff MLP inactive, KOR beta-arrestin-2 -8.0%, NOD2 inhibition -3.6% and Myeloid diff MLP GFP+ MAC1+ % 0.8.
CCN(CC(=O)NCCN1CCOCC1)S(=O)(=O)c1ccc(F)cc1 was read as Salmonella PhoP GFP -3.5%, HIV peptide binding 0.8%, Siah-1 displacement 9.5%, NOD1 inhibition -26.1%, LYP phosphatase -8.0%, KOR beta-arrestin-1 -3.1%, Myeloid diff MLP inactive, KOR beta-arrestin-2 -2.6%, NOD2 inhibition 6.6% and Myeloid diff MLP GFP+ MAC1+ % 0.0.
Screening COC(=O)C1=CN(Cc2ccc(OC)cc2)C=C(C(=O)OC)C1c1cccs1 returned Salmonella PhoP GFP 3.6%, HIV peptide binding -0.5%, Siah-1 displacement 2.3%, NOD1 inhibition -17.8%, LYP phosphatase -13.5%, KOR beta-arrestin-1 -1.6%, Myeloid diff MLP inactive, KOR beta-arrestin-2 -19.6%, NOD2 inhibition 5.2% and Myeloid diff MLP GFP+ MAC1+ % 0.3.
For CC1CCCN(S(=O)(=O)c2ccc(C(=O)Nc3nnc(-c4ccco4)o3)cc2)C1 (stereo not drawn) the results were Salmonella PhoP GFP -2.6%, HIV peptide binding 16.3%, Siah-1 displacement -5.5%, NOD1 inhibition 11.9%, LYP phosphatase -5.1%, KOR beta-arrestin-1 2.4%, Myeloid diff MLP inactive, KOR beta-arrestin-2 -16.6%, NOD2 inhibition 28.8% and Myeloid diff MLP GFP+ MAC1+ % 2.0.
`N#C/C(=C/c1ccc(-c2ccc(S(N)(=O)=O)cc2)o1)c1nc2ccccc2s1` gave Salmonella PhoP GFP -11.0%, HIV peptide binding 149.1%, Siah-1 displacement -2.2%, NOD1 inhibition -31.1%, LYP phosphatase 6.9%, KOR beta-arrestin-1 -0.4%, Myeloid diff MLP active, KOR beta-arrestin-2 6.0%, NOD2 inhibition -19.9% and Myeloid diff MLP GFP+ MAC1+ % 58.0*.
`COc1nc(N(CC(N)=O)S(=O)(=O)c2ccccc2)nc(C)c1Cl` gave Salmonella PhoP GFP -8.9%, HIV peptide binding 2.8%, Siah-1 displacement 13.7%, NOD1 inhibition -15.6%, LYP phosphatase -1.1%, KOR beta-arrestin-1 -2.6%, Myeloid diff MLP inactive, KOR beta-arrestin-2 12.5%, NOD2 inhibition 9.2% and Myeloid diff MLP GFP+ MAC1+ % 1.2.
`O=C(NCC1CCCO1)c1cccc(NC(=O)c2cccs2)c1` (stereo not drawn) gave Salmonella PhoP GFP 2.6%, HIV peptide binding -0.2%, Siah-1 displacement 1.8%, NOD1 inhibition -26.3%, LYP phosphatase -4.1%, KOR beta-arrestin-1 -2.7%, Myeloid diff MLP inactive, KOR beta-arrestin-2 4.3%[20 µM], NOD2 inhibition 4.5% and Myeloid diff MLP GFP+ MAC1+ % 0.5.
Screening CCOc1ncccc1C(=O)N(CC)CC(=O)NCc1ccc(Cl)cc1 returned Salmonella PhoP GFP 9.5%, HIV peptide binding -1.6%, Siah-1 displacement 1.1%, NOD1 inhibition -33.7%, LYP phosphatase -8.1%, KOR beta-arrestin-1 0.3%, Myeloid diff MLP inactive, KOR beta-arrestin-2 -6.1%, NOD2 inhibition -6.6% and Myeloid diff MLP GFP+ MAC1+ % 0.3.
Cc1nn(C)cc1/C=N\NC(=O)Cc1ccc([N+](=O)[O-])cc1 was read as Salmonella PhoP GFP -4.2%, HIV peptide binding -1.2%, Siah-1 displacement -1.4%, NOD1 inhibition -27.7%, LYP phosphatase -4.9%, KOR beta-arrestin-1 9.6%, Myeloid diff MLP inactive, KOR beta-arrestin-2 -20.6%, NOD2 inhibition 2.9% and Myeloid diff MLP GFP+ MAC1+ % 0.2.
`COc1ccc(S(=O)(=O)Nc2nc(C(F)(F)F)cs2)cc1` gave Salmonella PhoP GFP -6.1%, HIV peptide binding -1.7%, Siah-1 displacement -4.1%, NOD1 inhibition 0.9%, LYP phosphatase -3.0%, KOR beta-arrestin-1 -5.8%, Myeloid diff MLP inactive, KOR beta-arrestin-2 40.2%, NOD2 inhibition -2.3% and Myeloid diff MLP GFP+ MAC1+ % 0.9.
For Cn1c(SCCOc2ccccc2F)nc2ccccc2c1=O the results were Salmonella PhoP GFP 4.8%, HIV peptide binding -2.3%, Siah-1 displacement -1.4%, NOD1 inhibition 28.4%, LYP phosphatase 5.3%, KOR beta-arrestin-1 -1.7%, Myeloid diff MLP inactive, KOR beta-arrestin-2 -9.0%, NOD2 inhibition 4.3% and Myeloid diff MLP GFP+ MAC1+ % 0.8.
`COc1ccc(-n2c(=O)c3c4c(sc3n3c(=S)[nH]nc23)CCC4)cc1` gave Salmonella PhoP GFP -15.3%, HIV peptide binding -0.1%, Siah-1 displacement -3.8%, NOD1 inhibition 1.1%, LYP phosphatase 0.4%, KOR beta-arrestin-1 -1.9%, Myeloid diff MLP inactive, KOR beta-arrestin-2 8.7%, NOD2 inhibition 15.5% and Myeloid diff MLP GFP+ MAC1+ % 0.7.
CCCCC(C(=O)N/N=C/c1ccccn1)C(=O)N/N=C/c1ccccn1 was read as Salmonella PhoP GFP -12.8%, HIV peptide binding -1.8%, Siah-1 displacement 15.5%, NOD1 inhibition 5.5%, LYP phosphatase -2.5%, KOR beta-arrestin-1 3.3%, Myeloid diff MLP inactive, KOR beta-arrestin-2 -6.7%, NOD2 inhibition 15.8% and Myeloid diff MLP GFP+ MAC1+ % 0.5.
Screening COc1ccc(/C=C/C(=O)NCCN2CCOCC2)cc1OC returned Salmonella PhoP GFP 1.5%, HIV peptide binding -0.8%, Siah-1 displacement -8.7%, NOD1 inhibition -1.4%, LYP phosphatase -2.4%, KOR beta-arrestin-1 -1.5%, Myeloid diff MLP inactive, KOR beta-arrestin-2 -22.5%, NOD2 inhibition 9.1% and Myeloid diff MLP GFP+ MAC1+ % 0.8.
Screening COCC(C)n1c(C)cc(C(=O)Cn2c(=O)oc3ccccc32)c1C (stereo not drawn) returned Salmonella PhoP GFP -3.2%, HIV peptide binding 0.3%, Siah-1 displacement 5.7%, NOD1 inhibition 8.9%, LYP phosphatase -6.6%, KOR beta-arrestin-1 -1.6%, Myeloid diff MLP inactive, KOR beta-arrestin-2 20.6%, NOD2 inhibition 6.5% and Myeloid diff MLP GFP+ MAC1+ % 0.9.
NS(=O)(=O)c1cccnc1Nc1ccc(Cl)c(Cl)c1 was read as Salmonella PhoP GFP 8.8%, HIV peptide binding -0.5%, Siah-1 displacement 1.8%, NOD1 inhibition -3.8%, LYP phosphatase -2.6%, KOR beta-arrestin-1 -3.9%, Myeloid diff MLP inactive, KOR beta-arrestin-2 -3.4%, NOD2 inhibition -4.4% and Myeloid diff MLP GFP+ MAC1+ % 1.0.
`COc1ccc(CCC(=O)NCC2CCCCC2)cc1OC` gave Salmonella PhoP GFP -1.5%, HIV peptide binding -2.1%, Siah-1 displacement 1.8%, NOD1 inhibition -13.0%, LYP phosphatase -12.5%, KOR beta-arrestin-1 -5.0%, Myeloid diff MLP inactive, KOR beta-arrestin-2 -6.0%, NOD2 inhibition -0.1% and Myeloid diff MLP GFP+ MAC1+ % 0.5.
COC(=O)c1c(NC(=O)C(=O)N2CCCCC2)sc2c1CC(C)(C)OC2 was read as Salmonella PhoP GFP 7.9%, HIV peptide binding -1.9%, Siah-1 displacement -10.5%, NOD1 inhibition 11.4%, LYP phosphatase -7.2%, KOR beta-arrestin-1 -5.6%, Myeloid diff MLP inactive, KOR beta-arrestin-2 -6.8%, NOD2 inhibition 35.4% and Myeloid diff MLP GFP+ MAC1+ % 0.4.
Screening NC(=O)C1(N2CCCCC2)CCN(C2CC(=O)NC2=O)CC1 (stereo not drawn) returned Salmonella PhoP GFP 6.8%, HIV peptide binding 0.5%, Siah-1 displacement 9.9%, NOD1 inhibition -18.6%, LYP phosphatase -2.6%, KOR beta-arrestin-1 -1.4%, Myeloid diff MLP inactive, KOR beta-arrestin-2 5.9%, NOD2 inhibition 12.8% and Myeloid diff MLP GFP+ MAC1+ % 1.1.
Screening CCCCN(C(=O)CNC(=O)c1cccs1)C(C(=O)NC1CCCC1)c1ccncc1 (stereo not drawn) returned Salmonella PhoP GFP -5.8%, HIV peptide binding 0.0%, Siah-1 displacement -2.7%, NOD1 inhibition -11.4%, LYP phosphatase -5.7%, Myeloid diff MLP inactive, KOR beta-arrestin-2 -7.0%[20 µM], NOD2 inhibition 20.1% and Myeloid diff MLP GFP+ MAC1+ % 0.3.
`C=CCNC(=S)Nc1ccc(N(C)C)cc1` gave Salmonella PhoP GFP -0.3%, HIV peptide binding 0.1%, Siah-1 displacement 6.2%, NOD1 inhibition -4.6%, LYP phosphatase -10.2%, KOR beta-arrestin-1 -8.8%, Myeloid diff MLP inactive, KOR beta-arrestin-2 25.8%, NOD2 inhibition -11.9% and Myeloid diff MLP GFP+ MAC1+ % 0.7.
`COC(=O)c1ccc(-n2nnnc2SCc2ccccc2OC)cc1` gave Salmonella PhoP GFP 0.9%, HIV peptide binding -0.1%, Siah-1 displacement 7.6%, NOD1 inhibition 4.2%, LYP phosphatase 4.8%, KOR beta-arrestin-1 0.3%, Myeloid diff MLP inactive, KOR beta-arrestin-2 2.2%, NOD2 inhibition 5.1% and Myeloid diff MLP GFP+ MAC1+ % 0.4.
For COc1cc(NC(=O)C/C(C)=N/NC(=O)Cc2ccccc2)c(OC)cc1Cl the results were Salmonella PhoP GFP 18.2%, HIV peptide binding 0.7%, Siah-1 displacement 6.3%, NOD1 inhibition -3.8%, LYP phosphatase 0.3%, KOR beta-arrestin-1 11.8%, Myeloid diff MLP inactive, KOR beta-arrestin-2 14.3%, NOD2 inhibition 19.5% and Myeloid diff MLP GFP+ MAC1+ % 0.5.
Screening CN1CCN(C2=C(Cl)C(=O)N(CCc3ccccc3)C2=O)CC1 returned Salmonella PhoP GFP -7.6%, HIV peptide binding 16.5%, Siah-1 displacement -0.8%, NOD1 inhibition -23.8%, LYP phosphatase 2.9%, KOR beta-arrestin-1 -3.0%, Myeloid diff MLP inactive, KOR beta-arrestin-2 16.9%, NOD2 inhibition -7.6% and Myeloid diff MLP GFP+ MAC1+ % 1.0.
Screening CCCN1c2cccc3cccc(c23)S1(=O)=O returned Salmonella PhoP GFP 9.9%, HIV peptide binding 0.2%, Siah-1 displacement -3.7%, NOD1 inhibition 21.1%, LYP phosphatase -6.8%, KOR beta-arrestin-1 17.1%, Myeloid diff MLP inactive, KOR beta-arrestin-2 -87.4%, NOD2 inhibition -7.2% and Myeloid diff MLP GFP+ MAC1+ % 1.9.

Source: PubChem (several laboratories)

A portion of the library; count on the stated rates, not on these rows.
